S-ASM inh: human S-ASM enzyme inhibition. placental ASM, HMU-PC fluorogenic substrate, 60 min. Potency, µM (highest dose often 57.5 µM), without a hit: at the highest dose activity change, negative = inhibition, hits mostly inhibitors. actives 0.006% (n = 340,000). AID 504937; note: potency is the fitted concentration of half-maximal effect
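Human placenta-derived ASM enzyme was preincubated with compound for 10 minutes at room temperature, then given fluorogenic substrate HMU-PC0 (9 uM final) for 60 minutes at 37 °C; a pH 10 stop preceded fluorescence reading at Ex 386/Em 447 nm.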
PTAP TSG101 blk: blocks PTAP/TSG101 interaction to inhibit HIV-1 budding; Q99816; Fluorescence polarization, FITC-PTAP peptide / Tsg101 binding; Potency, µM (highest dose often 115 µM), inactives show top-dose activity change, negative = inhibition, actives largely listed as inhibitors; 340,000 tested, under 10 active; AID 493005; active = well fitted inhibition curve with a large enough effect in the main read-out, with a control signal flat, not every such curve was filed as active; inconclusive = small, poorly fitted or top-dose-only effect, or effect the other way, or a change in a side signal; inactive = no such curve, though single readings can be large or run the other way; note: potency is the fitted concentration of half-maximal effect; % of control where 0% means no effect
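FP read-out: FITC-PTAP peptide, 50 nM final, binding Tsg101 binding domain, 10 uM final; 20 min, r.t.; 10 mM HEPES pH 7.5, 0.15 M NaCl, 0.01% Tween 20, 3 mM EDTA, 0.1 mM TCEP.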
p53 reactivation: re-activators of mutant p53. AID 504706. H1299 p53-A138V BP100-luciferase reporter, luminescence, 24 h. actives 0.063% (n = 320,000). Potency, µM (highest dose often 92.2 µM), without a hit: at the top dose activity change, positive = activation, most hits filed as activators; note: potency is the fitted concentration of half-maximal effect; % of control where 0% means no effect; nearly all actives have a fitted effect of over 45% in size
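p53-null H1299 cells stably carrying temperature-sensitive p53-A138V and a BP100-luciferase reporter were pinned with compounds (4-point, 1:5 series) and held 24 hrs at 37 deg C. Luminescence was read 10 min after detection reagent.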
a7 integrin act: activators of alpha7 integrin expression for muscular dystrophy; actives 0.064% (n = 350,000); Potency, µM (series often up to 38.3 µM), for inactives: top-dose activation, hits mostly activators; AID 624291; alpha7betagal myoblasts, beta-gal FDG fluorescence, 48 h;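 note: potency is the fitted concentration of half-maximal effect; 100% = response of the positive control SU9516; nearly all actives have a fitted effect of over 60% in size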
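alpha7betagal+/- myoblasts (passage 13, 250/well) treated 48 h at 37C with compounds at 1:260 dilution of DMSO stock. Lysed, then beta-galactosidase activity read as FDG fluorescence (ex 480/em 540) after 30 min, with pre-read for autofluorescence.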
B2AR arrestin: agonists driving beta-arrestin recruitment to human beta2-adrenergic receptor; actives 0.02% (n = 330,000); beta-arrestin recruitment to beta2AR, cell-based reporter; AID 492947; Potency, µM (highest dose often 46.1 µM), for inactives: at the top dose activation, actives largely listed as activators;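 note: potency is the fitted concentration of half-maximal effect; 0% = DMSO controls and full agonism = EC100 isoproterenol or metaproterenol; nearly all actives have a fitted effect of over 65% in size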
USP2a block: blocks human ubiquitin-specific protease USP2a; O75604; USP2 core, Ub-CHOP2 coupled fluorogenic reporter, 485/531; Potency, µM (titrated, usually from 38.3 µM), for the others: at the highest dose activity change, negative = inhibition, hits mostly inhibitors; actives 0.01% (n = 330,000); AID 463254;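 note: potency is the fitted concentration of half-maximal effect; plate controls were DMSO wells for no effect and full inhibition by NEM control for full effect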
Target sequence (O75604 whole entry, looked up): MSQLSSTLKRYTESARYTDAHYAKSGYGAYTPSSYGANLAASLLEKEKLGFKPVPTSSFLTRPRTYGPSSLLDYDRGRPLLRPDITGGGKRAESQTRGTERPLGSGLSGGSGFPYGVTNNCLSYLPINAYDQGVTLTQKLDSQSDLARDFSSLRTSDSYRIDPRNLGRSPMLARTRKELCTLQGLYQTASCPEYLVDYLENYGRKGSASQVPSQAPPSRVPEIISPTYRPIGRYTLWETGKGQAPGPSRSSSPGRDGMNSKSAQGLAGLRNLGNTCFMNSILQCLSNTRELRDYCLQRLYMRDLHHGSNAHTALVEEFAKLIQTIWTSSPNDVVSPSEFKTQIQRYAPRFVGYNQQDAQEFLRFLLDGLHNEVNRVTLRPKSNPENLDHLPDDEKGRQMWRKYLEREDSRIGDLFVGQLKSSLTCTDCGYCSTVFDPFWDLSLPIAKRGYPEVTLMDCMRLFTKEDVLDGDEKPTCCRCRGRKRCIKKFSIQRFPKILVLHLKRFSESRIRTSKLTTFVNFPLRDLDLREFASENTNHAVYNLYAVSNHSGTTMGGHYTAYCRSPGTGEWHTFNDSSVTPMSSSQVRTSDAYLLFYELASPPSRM
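USP2 core (10nM final) preincubated 30min RT with compound in 20mM Tris-HCl pH 8.0, 2mM CaCl2, 2mM beta-mercaptoethanol, 0.05% CHAPS; 25nM Ub-CHOP2 plus 25nM reporter substrate added, fluorescence (Ex485/Em531) read after 60min.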
BRCA1 expr act: BRCA1 expression activation; MCF7-BRCA1-FFLuc reporter, luminescence, 48 h; response scale: scaled: vehicle 0%, 10 µM genistein 100%; actives 1.1% (n = 380,000); Potency, µM (top dose mostly 46.1 µM), without a hit: top-dose activation, usual class: activators; note: potency is the fitted concentration of half-maximal effect; nearly all actives have a fitted effect of over 80% in size; some results filed as inactive show a strong effect at the top dose
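Using MCF7 cells harboring a BRCA1 firefly luciferase reporter, plated 2 h before compound pinning, the screen measured luminescence after 48 h incubation. Responses were normalized to DMSO and 10 microM genistein, then fitted for concentration-effect.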
TRPV1 ag: agonists of human vanilloid receptor 1 (TRPV1); TRPV1-expressing cells, Fluo-8 calcium influx, agonist mode; activation, % at 8.33 µM; actives 0.19% (n = 320,000); in the data active = activation above about 80%; inconclusive = between about 30% and that limit; note: 0% is about no effect
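Fluo-8 calcium influx in TRPV1-expressing cells, kinetic read (ex 480/em 520 nm). Compound added and read 3 min for agonist activity, followed by capsaicin at EC20 final and 2 min further read for enhancement.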
uPA surface inh: blocks generation of uPA at the cell surface; actives 0.31% (n = 330,000); AID 540303; Potency, µM (highest dose often 38.3 µM), inactives show at the top dose activity change, negative = inhibition, hits mostly inhibitors; cell surface uPA generation assay, qHTS; active = well fitted inhibition curve with a large enough effect; inconclusive = small, poorly fitted or top-dose-only effect; inactive = no such curve, though single readings can be large or run the other way; tested in mouse RAW 264.7 cells; note: potency is the fitted concentration of half-maximal effect; % is set by controls: 0 for no effect and ±100 for the full control effect; nearly all actives have a fitted effect of over 55% in size
Eya2 inh: Eya2 (human) phosphatase inhibition; O00167; recombinant Eya2, OMFP fluorescence dephosphorylation (OMFP is methylfluorescein phosphate); Potency, µM (doses to about 76.9 µM), without a hit: at the highest dose activity, negative = inhibition, most hits filed as inhibitors; actives 0.006% (n = 330,000); AID 488837; note: potency is the fitted concentration of half-maximal effect; % is set by controls: 0 for no effect and ±100 for the full control effect
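Eya2 (0.2 uM) preincubated 10 min at ambient with compound, then OMFP substrate added at 50 uM; 10 min reaction in 50 mM HEPES pH 7.5, 50 mM NaCl, 5 uM MgCl2, 0.05% BSA, 1 mM DTT. Fluorescence read at Ex 485/Em 525 nm.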
ELG1 genotoxic: inducers of genotoxicity in HEK293T ELG1-luciferase cells | HEK293T ELG1-luciferase reporter, luminescence, 16 h | Potency, µM (doses to about 46 µM), for the others: top-dose activity change, positive = activation, most hits filed as activators | AID 504466 | actives 1.3% (n = 330,000); note: potency is the fitted concentration of half-maximal effect; % of control where 0% means no effect; nearly all actives have a fitted effect of over 60% in size
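HEK293T cells expressing luciferase-tagged ELG1 were treated with compound or DMSO for 16 hr at 37°C. Luciferase activity was then read after 30 min with ONE-Glo at room temperature; rising signal flags genetic stress.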
* = called active by the depositor; i = inactive; u = inconclusive; x = no result given; [ ] = remark or other dose. Unless noted, calls come from the whole dose curve; as a rule, active = well fitted curve in the direction sought with a large enough effect; inconclusive = small, poorly fitted or top-dose-only effect, or another doubt; inactive = no such curve, though single readings can be large; an effect the other way counts as inactive or inconclusive.

| Molecule | S-ASM inh | PTAP TSG101 blk | p53 reactivation | a7 integrin act | B2AR arrestin | USP2a block | BRCA1 expr act | TRPV1 ag | uPA surface inh | Eya2 inh | ELG1 genotoxic |
| --- | --- | --- | --- | --- | --- | --- | --- | --- | --- | --- | --- |
| CCOC(=O)/C=C1\SCC(=O)N1CC(=O)NCc1cccc(Cl)c1 | -1% | -3% | -13% | 14% | -0.5% | 3% | 8% | 1 | -1% | 14% | 1% |
| CCN(CC)S(=O)(=O)c1cc(NC(=O)COc2ccc(C#N)cc2OC)ccc1C | -1% | -3% | -13% | 0% | -0.7% | 0% | -42% | 10 | -5% | -1% | -8% |
| O=C(CSc1nnc(COc2ccc(F)cc2)o1)N1c2ccccc2CCc2ccccc21 | -1% | x | -4% | -13% | 8.7% | -10% | -78% | -1 | -9% | -6% | -7% |
| COc1ccc(-n2c(SCC(=O)Nc3ccc(C(=O)O)cc3)nnc2-c2ccccc2)cc1OC | -1% | -2% | 3% | 15% | -0.4% | 0% | 9% | 1 | 16% | 4% | 0% |
| CCN(CC)c1nc(OCCNC(=O)Nc2ccccc2)nc(N(CC)CC)n1 | -12% | -2% | -7% | -6% | -0.7% | -16% | -57% | 1 | 18% | -34% | -19% |
| CC1=C(C(=O)OCc2ccccc2)C(c2ccccc2Cl)NC(=O)N1CCCCCC(=O)O (centres undefined) | 2% | -2% | x | -11% | -0.5% | 2% | -3% | 19 | 1% | 13% | 0% |
| O=C(CCc1nnc(CCCCc2ccccc2)o1)NC1CCCC1 | 3% | -3% | 1% | u | 0.2% | 0% | 3% | 0 | 2% | 0% | 0% |
| COc1ccc(CCNS(=O)(=O)c2ccc(N3CCCC3=O)cc2)cc1 | 2% | -6% | x | 18% | x | x | -21% | x | 0% | x | x |

Rewritten as labelled records: two of the compounds above
CCOC(=O)/C=C1\SCC(=O)N1CC(=O)NCc1cccc(Cl)c1
  S-ASM inh = -1%
  PTAP TSG101 blk = -3%
  p53 reactivation = -13%
  a7 integrin act = 14%
  B2AR arrestin = -0.5%
  USP2a block = 3%
  BRCA1 expr act = 8%
  TRPV1 ag = 1
  uPA surface inh = -1%
  Eya2 inh = 14%
  ELG1 genotoxic = 1%
CCN(CC)S(=O)(=O)c1cc(NC(=O)COc2ccc(C#N)cc2OC)ccc1C
  S-ASM inh = -1%
  PTAP TSG101 blk = -3%
  p53 reactivation = -13%
  a7 integrin act = 0%
  B2AR arrestin = -0.7%
  USP2a block = 0%
  BRCA1 expr act = -42%
  TRPV1 ag = 10
  uPA surface inh = -5%
  Eya2 inh = -1%
  ELG1 genotoxic = -8%

Carrying on.
| Molecule | S-ASM inh | PTAP TSG101 blk | p53 reactivation | a7 integrin act | B2AR arrestin | USP2a block | BRCA1 expr act | TRPV1 ag | uPA surface inh | Eya2 inh | ELG1 genotoxic |
| --- | --- | --- | --- | --- | --- | --- | --- | --- | --- | --- | --- |
| N#Cc1ccsc1NC(=O)CN1CCN(c2ccccc2O)CC1 | 1% | -1% | -4% | -7% | -0.6% | 6% | 1% | 10 | -6% | -5% | 0% |
| N#Cc1nc(/C=C/c2ccccc2)oc1NCCCN1CCOCC1 | i | -4% | 15% | -4% | 0.5% | 0% | 66% | 2 | -3% | -2% | 17% |
| Cc1ccc(C)c(OCc2cc(C(=O)N3CCC(N4CCCC(O)C4)CC3)no2)c1 (centres undefined) | 4% | -7% | 6% | -24% | -0.2% | -1% | 0% | 20 | -3% | -11% | 4% |
| Cc1nc(C(=O)NNC(=O)c2ccc(Cl)cc2)cs1 | -1% | -2% | 14% | -49%[inhibitor] | -0.5% | 2% | -1% | -2 | 2% | -2% | u |
| O=C(Cc1c(F)cccc1Cl)NCCc1c[nH]c2ccccc12 | -5% | -2% | 0% | 14% | 0.1% | -3% | -13% | -4 | 2% | -20% | 0% |
| COc1ccc(S(=O)(=O)N(C)CC(=O)Nc2ccc(C(N)=O)cc2)cc1OC | -6% | 1% | -4% | 14% | 0.0% | 0% | -8% | 1 | -12% | -5% | 17% |
| COc1ccc(C)cc1S(=O)(=O)N1CCN(C(=O)c2ncoc2-c2ccc(F)cc2)CC1 | 11% | 1% | 3% | 13% | -0.7% | 2% | -11% | -2 | 0% | -6% | -19% |
| CCC(=O)N1N=C2CC(C)(C)OCC2C1c1ccccc1 (centres undefined) | 9% | -1% | -1% | 28% | -0.6% | 4% | -6% | 0 | 2% | -17% | -1% |
| CCCNC(=S)NNC(=O)c1cc(C2CC2)nc2ccccc12 | 0% | -6% | -8% | -11% | 3.1% | 1% | 3% | -3 | 1% | 13% | 0% |

8 neighbouring compounds already listed, quoted:
| Molecule | S-ASM inh | PTAP TSG101 blk | p53 reactivation | a7 integrin act | B2AR arrestin | USP2a block | BRCA1 expr act | TRPV1 ag | uPA surface inh | Eya2 inh | ELG1 genotoxic |
| --- | --- | --- | --- | --- | --- | --- | --- | --- | --- | --- | --- |
| O=C(CCc1nnc(CCCCc2ccccc2)o1)NC1CCCC1 | 3% | -3% | 1% | u | 0.2% | 0% | 3% | 0 | 2% | 0% | 0% |
| COc1ccc(CCNS(=O)(=O)c2ccc(N3CCCC3=O)cc2)cc1 | 2% | -6% | x | 18% | x | x | -21% | x | 0% | x | x |
| N#Cc1ccsc1NC(=O)CN1CCN(c2ccccc2O)CC1 | 1% | -1% | -4% | -7% | -0.6% | 6% | 1% | 10 | -6% | -5% | 0% |
| N#Cc1nc(/C=C/c2ccccc2)oc1NCCCN1CCOCC1 | i | -4% | 15% | -4% | 0.5% | 0% | 66% | 2 | -3% | -2% | 17% |
| Cc1ccc(C)c(OCc2cc(C(=O)N3CCC(N4CCCC(O)C4)CC3)no2)c1 (centres undefined) | 4% | -7% | 6% | -24% | -0.2% | -1% | 0% | 20 | -3% | -11% | 4% |
| Cc1nc(C(=O)NNC(=O)c2ccc(Cl)cc2)cs1 | -1% | -2% | 14% | -49%[inhibitor] | -0.5% | 2% | -1% | -2 | 2% | -2% | u |
| O=C(Cc1c(F)cccc1Cl)NCCc1c[nH]c2ccccc12 | -5% | -2% | 0% | 14% | 0.1% | -3% | -13% | -4 | 2% | -20% | 0% |
| COc1ccc(S(=O)(=O)N(C)CC(=O)Nc2ccc(C(N)=O)cc2)cc1OC | -6% | 1% | -4% | 14% | 0.0% | 0% | -8% | 1 | -12% | -5% | 17% |

High-throughput results (PubChem)
